# DRD3 agonist: agonists of human D3 dopamine receptor. P35462. D3R DiscoveRx beta-arrestin cells, luminescence, 90 min. max activation, %. hit rate 0.58% among 410,000; in the data active = max activation above about 30%; note: 0% is about no effect; mostly tested at two doses, the higher about 12 µM
# Target sequence (P35462 whole entry, looked up): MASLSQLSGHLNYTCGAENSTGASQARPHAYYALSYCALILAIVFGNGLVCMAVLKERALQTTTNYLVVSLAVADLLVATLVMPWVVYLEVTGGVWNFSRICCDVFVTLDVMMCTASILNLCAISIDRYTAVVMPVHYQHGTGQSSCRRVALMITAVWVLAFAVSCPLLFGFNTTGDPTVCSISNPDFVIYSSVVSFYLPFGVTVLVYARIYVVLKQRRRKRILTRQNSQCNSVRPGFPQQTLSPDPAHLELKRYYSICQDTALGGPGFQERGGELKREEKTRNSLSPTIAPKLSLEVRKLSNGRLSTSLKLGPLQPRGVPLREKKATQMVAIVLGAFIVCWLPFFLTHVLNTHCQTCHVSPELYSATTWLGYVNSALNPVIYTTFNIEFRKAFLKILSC
#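 Agonist-mode cell screen: cells plated at 1500/well and incubated overnight at 37 °C, then exposed to library compounds for 90 min at 37 °C. Detection reagent was added for 30–60 min at room temperature, and luminescence was read.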
# KB-V1 MDR tox: kills drug-selected multidrug resistant KB-V1 cells. KB-V1 MDR cells viability, CellTiter-Glo, 72 h. Potency, µM (top dose mostly 46.1 µM), inactives show top-dose activity change, negative = cytotoxicity, actives largely listed as cytotoxic. hit rate 3.4% among 400,000. AID 1347076; note: potency is the fitted concentration of half-maximal effect; % is set by controls: 0 for no effect and ±100 for the full control effect; nearly all actives have a fitted effect of over 60% in size
#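 Luminescent ATP read-out (CellTiter-Glo, 10 min) measures survival of drug-selected KB-V1 MDR cells after 72 h, 37 degrees C compound exposure. Medium: phenol-red-free DMEM, 10% FBS. Values from fitted concentration-response curves.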
# KB-3-1 tox: kills parental KB-3-1 adenocarcinoma cells; KB-3-1 viability, CellTiter-Glo ATP luminescence, 72 h; Potency, µM (doses to about 46.1 µM), for inactives: at the highest dose activity change, negative = cytotoxic, usual class: cytotoxic; hit rate 1.4% among 400,000; AID 1347075; note: potency is the fitted concentration of half-maximal effect; % is set by controls: 0 for no effect and ±100 for the full control effect; nearly all actives have a fitted effect of over 60% in size
#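 Cytotoxicity measured as CellTiter-Glo luminescence after 72 h at 37 C. Compound titrations were pinned onto drug-naive KB-3-1 parental adenocarcinoma cells grown in DMEM with 10% FBS, and normalized data fitted to concentration-response curves.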
# DRD3 antagonist: D3 dopamine receptor (human) antagonism; P35462; max response, negative = inhibition, %; AID 652054; D3R cells, DiscoveRx beta-arrestin luminescence, antagonist mode; active compounds read low; hit rate 2.5% among 360,000; in the data active = max response below about -50%; inconclusive = no clear call, values can overlap the other calls; note: % is set by controls: 0 for no effect and ±100 for the full control effect; mostly tested at two doses, the higher about 12 µM
#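 Cells plated overnight at 1500 cells/well, then exposed to library compounds with dopamine controls for 90 minutes at 37 degrees C. DiscoveRx reagent added for 30–60 minutes at room temperature; luminescence read, quantitative HTS format.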
# HT1080-NT tox: kills 2HG-producing HT-1080-NT fibrosarcoma cells | hit rate 1.6% among 360,000 | Potency, µM (top dose mostly 46.1 µM), inactives show at the highest dose activity, negative = less viability, hits mostly cytotoxic | AID 686970 | HT-1080-NT fibrosarcoma viability, CellTiter-Glo ATP luminescence, 48 h;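 note: NT is the 2HG producing partner of a matched IDH1 knockdown line; potency is the fitted concentration of half-maximal effect; 0% = DMSO-treated cells and -100% = media-only wells without cells; nearly all actives have a fitted effect of over 55% in size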
#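 A 48-hour cytotoxicity screen used HT-1080-NT cells plated 2 hours before compound delivery. ATP-based CellTiter-Glo luminescence measured viability, normalized to DMSO and no-cell controls.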
# SW480 rerep: induces DNA re-replication in SW480 colon adenocarcinoma cells; SW480 DNA re-replication, Hoechst DNA content imaging, 48 h; Potency, µM (titrated, usually from 46.1 µM), for inactives: at the top dose re-replication activation, actives largely listed as activators; hit rate 1.8% among 340,000; note: potency is the fitted concentration of half-maximal effect; % of control where 0% means no effect; nearly all actives have a fitted effect of over 55% in size
#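 Image-based read-out: total Hoechst fluorescence of nuclei (405 nm excitation, 500-530 nm emission), with hits raising the fraction of high-intensity nuclei. SW480 colon cells incubated 48 hr with compounds at 37 C.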
# IL1B secr inh: inhibitors of inflammasome signaling (IL-1 beta secretion). activity change, % at 57.5 µM. AID 743279. hit rate 4.7% among 360,000. THP-1 LPS/ATP IL-1B secretion, AlphaLISA, 16 h; active compounds read low; in the data active = activity change below about -50%; inconclusive = mostly about -30% to -49%; note: % is set by controls: 0 for no effect and ±100 for the full control effect
#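 THP-1 cells pretreated 1 hr with compounds (up to 57.5 uM final), then stimulated with LPS (250 ng/mL final) plus ATP (1.25 mM final); secreted IL-1B measured by AlphaLISA after 16 hr, decreased signal indicating inhibition.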
# HT1080 IDH1KD tx: kills HT-1080 cells with IDH1 knockdown; AID 686971; Potency, µM (highest dose often 46.1 µM), without a hit: at the highest dose activity, negative = toxicity, hits mostly cytotoxic; hit rate 2% among 360,000; HT-1080 IDH1 knockdown viability, ATP luminescence, 48 h;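 note: potency is the fitted concentration of half-maximal effect; 0% = DMSO wells and -100% = cell-free medium wells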
#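 Using the IDH1-knockdown HT-1080 line run in the same batch and compound series as the NT line, viability after 48 h at 37 °C was determined by CellTiter-Glo luminescence and expressed as % activity.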
# GLP1R ag: GLP-1 receptor (human) agonism; hit rate 0.007% among 380,000; Potency, µM (top dose mostly 45.6 µM), for the others: at the top dose activation, hits mostly activators; HEK293 GLP-1R CRE-luciferase, luminescence, 4-6 h; cells express a hypersensitive GLP-1R form; note: potency is the fitted concentration of half-maximal effect; % of control where 0% means no effect
# Target sequence (P43220 whole entry, looked up): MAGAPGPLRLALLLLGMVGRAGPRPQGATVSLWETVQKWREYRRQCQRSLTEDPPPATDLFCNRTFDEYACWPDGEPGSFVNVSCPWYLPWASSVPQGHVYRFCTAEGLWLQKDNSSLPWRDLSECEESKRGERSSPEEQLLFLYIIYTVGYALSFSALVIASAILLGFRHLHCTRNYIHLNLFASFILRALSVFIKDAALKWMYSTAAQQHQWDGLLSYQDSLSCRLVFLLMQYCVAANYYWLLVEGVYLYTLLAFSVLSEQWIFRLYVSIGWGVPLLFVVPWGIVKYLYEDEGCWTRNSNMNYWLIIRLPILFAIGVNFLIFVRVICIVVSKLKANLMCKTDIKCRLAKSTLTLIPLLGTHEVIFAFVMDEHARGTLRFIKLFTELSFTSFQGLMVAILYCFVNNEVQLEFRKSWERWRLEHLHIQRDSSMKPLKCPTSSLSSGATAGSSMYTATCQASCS
# An asterisk follows results filed as active; ? = inconclusive; . = not tested or not shown; & = joins results of further samples; [ ] = another dose, or the depositor's remark. Unless noted, calls come from the whole dose curve; as a rule, active = well fitted curve in the direction sought with a large enough effect; inconclusive = small, poorly fitted or top-dose-only effect, or another doubt; inactive = no such curve, though single readings can be large; an effect the other way counts as inactive or inconclusive.
SMILES,DRD3 agonist,KB-V1 MDR tox,KB-3-1 tox,DRD3 antagonist,HT1080-NT tox,SW480 rerep,IL1B secr inh,HT1080 IDH1KD tx,GLP1R ag
COC(=O)c1ccc(OCC2c3cc(OC)c(OC)cc3CCN2C(C)=O)cc1 (stereo not drawn),4.7,?,-7.1%,16.5,-17.5%,3.7%,-14.7,-3.8%,?
O=C(C[n+]1ccccc1)Nc1c(Cl)cc(Cl)cc1Cl,2.1,2.8%,2.0%,-9.2,0.9%,-11.0%,-0.2,1.8%,0.7%
O=C(OCc1ccc(Cl)cc1Cl)c1cccnc1Cl,0.9,14.7%,10.1%,7.2,0.2%,-2.9%,-9.4,4.6%,0.3%
Cc1ccc(O)c(NC(=O)c2cc(-c3ccc(F)cc3)on2)c1,-0.5&5.1,-2.8%&-8.8%,2.0%&3.1%,-5.9,16.3%,-9.7%,?,-5.9%,7.7%
O=C(O)CN1C(=O)/C(=C\c2cccc(OCc3ccccc3)c2)SC1=S,0.2,?,2.7%,-4.7,-0.6%,?,-4.7,0.7%,-5.6%
CC1Cc2cc(S(=O)(=O)N3CCC(C(=O)Nc4ccccn4)CC3)ccc2N1C(=O)C1CCC1 (stereo not drawn),18.1,-18.6%,-11.7%,8.6,?,-3.4%,?,-27.6%,6.3%
O=C(N/C(=C/c1ccc(Br)cc1)C(=O)N1CCCC1=O)c1ccco1,-4.4,?,10.5%,5.6,-1.1%,7.2%,?,4.7%,5.7%
O=c1cc(CSc2ccccn2)nc(N2CCN(c3ccccc3)CC2)[nH]1,-0.2,-4.6%,-2.4%,-22.4,13.6%,-9.8%,14.7,14.5%,-3.4%
CSCCC(NC(=O)COc1ccccc1)C(=O)N1CC(C)CC(C)C1 (stereo not drawn),5.6,?,6.2%,3.5,12.9%,-3.7%,-26.0,4.0%,13.4%
Cc1ccc(CN(C)C(=O)CCNS(=O)(=O)c2ccccc2)o1,-0.1,23.3%,-1.2%,-0.9,11.1%,2.7%,6.3,3.9%,6.5%
COc1ccc2c(c1)CC[C@@H]1[C@@H]2CC[C@]2(C)[C@@H](C(C)=O)C[C@@H]12,-2.2,?,?,-14.3,-1.9%,-4.0%,12.5,1.9%,-0.5%
O=C(CN1C(=O)CC(c2ccco2)Sc2ccccc21)Nc1cccc(C(F)(F)F)c1 (stereo not drawn),-8.2,20.6µM*,?,.,.,.,.,.,14.8%
CC(Oc1ccc(F)cc1)C(=O)N1CCN(c2ncccn2)CC1 (stereo not drawn),-15.0,-26.2%,4.1%,-26.5,3.8%,-20.7%,0.0,-0.8%,-3.0%
CCn1cnc2sc(C(=O)N(Cc3ccc(N(C)C)cc3)Cc3ccco3)c(C)c2c1=O,5.8,?,-21.1%,15.4,-5.8%,7.0%,-75.9*,-6.2%,19.3%
CC1CC(C)CN(C(=O)C2CC(=O)N(c3ccc4c(c3)OCCO4)C2)C1 (stereo not drawn),22.7,10.8%,25.7%,6.3,7.1%,-11.6%,-2.5,2.2%,0.0%
Cc1nn(C)cc1/C=C(/C#N)C(N)=O,-3.9,17.6%,7.3%,22.6,-3.4%,-0.1%,7.7,-8.7%,-1.2%
O=C(NCCCCCNC(=O)c1ccccn1)c1ccccn1,1.9,-7.5%,-4.8%,-1.4,-2.4%,?,-13.1,0.8%,-1.3%
Cc1ccc(CNC(=O)c2ccc(C)s2)cc1,3.4,-2.5%,-2.8%,7.2,8.9%,-27.2%,-10.7,8.9%,12.2%
CC12CCC(C(=O)Nc3ccccc3Br)(C/C1=N\O)C2(C)C (stereo not drawn),6.1,?,-0.3%,-3.0,12.9%,-11.2%,0.9,14.5%,0.3%
COCCCN(C(=S)Nc1ccc(C)cc1Cl)C(C)c1ccncc1 (stereo not drawn),2.8,-5.0%,-0.7%,-7.6,1.0%,-8.1%,-16.6,-2.9%,-2.4%
COC(=O)[C@H]1C[C@H](OC(=O)NCc2ccccc2)[C@@]2(O)CN(S(=O)(=O)c3ccc(C)cc3)CC2[C@H]1C(=O)OC (stereo partly drawn),0.5,6.1%,-1.9%,-0.5,-0.4%,.,-4.9,-6.1%,13.6%
Nc1cc(=O)nc(SCC(=O)NC2CCCCC2)n1-c1ccccc1,2.6,0.0%,16.1%,2.8,2.3%,0.2%,-20.9,4.6%,2.9%
NSc1nc(N)c2nc(-c3ccccc3)c(-c3ccccc3)nc2n1,-3.8,-24.9%,?,?,-6.9%,-39.3%[inhibitor],-51.5*,-5.3%,2.1%
CN(c1ccc(OCC(=O)Nc2nc3ccccc3s2)cc1)S(=O)(=O)c1ccccc1,-20.6,?,-22.3%,0.0,-26.2%,-10.2%,-8.5,?,-4.5%
O=C(CSc1ccc(-c2cccnc2)nn1)N1CCCCCC1,10.8,3.1%,-0.1%,4.4,2.3%,2.3%,3.7,0.0%,0.7%
COc1ccc(C(=O)NC2CCN(CC(=O)NCc3ccccc3F)CC2)cc1,-8.3,-4.2%,-0.8%,-1.5,16.5%,-1.8%,-10.7,6.5%,10.9%
CCOC(=O)CSc1nc2cc3c(cc2cc1CC)OCCO3,-4.7,?,-25.0%,2.8,-3.9%,0.3%,-21.6,-7.1%,2.6%
CC(=O)Nc1ccc(NC(=O)CSc2nc3ccccc3nc2N2CCCCC2)cc1,4.6&6.2,-13.7%&2.1%,-2.8%&-0.8%,-6.6,-28.8%,-8.8%,38.9,?,11.4%
CCOC(=O)CNc1c(N2CCN(c3ccccn3)CC2)c(=O)c1=O,0.1,13.5%,23.3%,-22.6,6.6%,-11.9%,-4.1,7.8%,6.8%
COc1cccc(NC(=O)CSc2nnc(-c3ccoc3C)n2-c2ccccc2)c1,1.8,4.2%,0.0%,11.5,2.2%,1.8%,-3.6,3.9%,4.0%
CCOC(=O)COc1ccc(C(=O)Nc2cccc(Cl)c2C)cc1,-1.1,3.9%,-8.1%,0.2,-7.8%,4.4%,?,3.3%,4.9%
CCc1cc(C(=O)c2ccc(OC)cc2)c(NC(=O)CN2CCCCC2)s1,-12.9,?,-9.3%,-1.1,?,-4.7%,-19.0,0.5%,-4.0%
CN(C(=O)c1cccc(S(=O)(=O)N2CCOCC2)c1)c1c(N)n(Cc2ccccc2)c(=O)[nH]c1=O,-1.8,-4.1%,14.2%,1.6,-2.3%[9.24 µM],2.9%,-13.9,-2.4%,-6.6%
COc1cc(/C=N\Nc2cc(=O)n(C)c(=O)n2C)ccc1O,-2.0,-2.5%,22.5%,0.0,8.8%,?,28.2,10.9%,6.4%
Cc1cc(C(=O)OCC(=O)NC2CCS(=O)(=O)C2)c2ccccc2n1 (stereo not drawn),1.1,5.4%,2.7%,3.8,13.5%,-5.6%,5.9,9.9%,2.5%
CCCCNC(=O)CSc1nc2cc3c(cc2c(=O)n1CCC(=O)NCCc1ccc(OC)c(OC)c1)OCO3,-3.4,-5.6%,8.9%,0.1,11.1%,-1.9%,-12.4,4.3%,1.7%
CC(C)NC(=O)Nc1ccc2c(c1)CC(=O)N([C@@H](C)CO)C[C@H](C)[C@@H](CN(C)C(=O)NC1CCCCC1)O2,14.8,0.0%,0.0%,17.8,0.7%,3.0%,19.3,10.7%,10.9%
COc1ccc(N(CC(=O)NC2CCCCC2)C(=O)c2ccc(C)s2)cc1OC,-13.2,-28.8%,-9.5%,-28.7,-3.9%,8.4%,-21.9,-7.7%,9.4%
CC(C)(Oc1ccc(Cl)cc1)C(=O)NCc1ccncc1,3.9,1.3%,2.8%,-12.3,-1.1%,-1.7%,-7.6,-11.8%,0.5%
O=C(CCN1C(=O)c2ccccc2C1=O)C1=NN[C@@H]2C(=O)N(c3ccc4c(c3)OCCO4)C(=O)[C@H]12,1.7,6.7%,-7.6%,-13.6,19.9%,-29.4%,12.8,24.0%,-0.2%
Cc1ccc(N2C(=O)C3C=NNC3C2=O)cc1 (stereo not drawn),9.0,6.5%,13.7%,-4.0,8.7%,-1.5%,23.9,11.9%,-0.5%
O=C(N/N=C/c1cccc([N+](=O)[O-])c1)c1cc2c(ccc3ccccc32)o1,-1.6,-10.0%,0.0%,-16.3,25.6%,8.3%[9.22 µM],-7.8,11.7%,-0.2%
CCOc1ccc(NC(=O)COc2ccc(N3CC(C(N)=O)CC3=O)cc2)cc1 (stereo not drawn),1.9,-0.1%,-0.7%,1.9,-12.9%,-3.7%,-20.1,-15.0%,11.5%
CCOC(=O)c1c(CN(CC)CC)oc2ccc(OC)cc12,0.2,?,-4.8%,-19.7,-2.6%,16.6%,51.3,1.2%,20.2%
COCc1c(C(=O)N/N=C/c2ccc(C)o2)nnn1-c1nonc1N,2.4,0.0%,-2.9%,-7.0,22.4%,-12.1%,-3.4,13.3%,9.1%
COc1ccccc1CCC(=O)Nc1cccc(S(=O)(=O)N2CCCCCC2)c1,4.0,?,14.0%,-10.7,-2.9%,-2.7%,-11.3,4.1%,24.8%
CCC(=O)Nc1cc(-c2nc3ncccc3o2)ccc1Cl,5.1,0.0%,?,8.0,-15.0%,3.7%,3.3,15.2%,-1.6%
O=C(OC1CCOC1=O)C1CCN(S(=O)(=O)c2c(Cl)cccc2Cl)CC1 (stereo not drawn),-1.6,-1.6%,8.8%,-3.1,-2.8%,?,?,-4.3%,-9.9%
Cc1ccc(/C=C/C(=O)Nc2nccs2)o1,-2.4,?,-6.6%,9.8,14.4%,-2.1%,12.6,11.7%,10.6%
O=C1C(Cl)=C(Nc2ccccc2O)C(=O)N1CCc1ccccc1,-4.7,?,-0.1%,?,1.1%,-60.4%[inhibitor],3.7,-0.2%,8.8%

# Screens from PubChem.
